OX1R antag-1 = antagonists of human orexin 1 receptor (OX1R) | Orexin/Hypocretin receptor type 1 (Homo sapiens), O43613 | OX1R-expressing cells, FRET antagonist read-out | inhibition, % at 6.6 µM | 330,000 tested, 1.8% active | AID 485270, 2010; in the data active = inhibition mostly above about 38%, no sharp cut-off; inactive = mostly below about 40%;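 also: 0% = agonist challenge alone and 100% = reference antagonist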
Target sequence (O43613 whole entry, looked up): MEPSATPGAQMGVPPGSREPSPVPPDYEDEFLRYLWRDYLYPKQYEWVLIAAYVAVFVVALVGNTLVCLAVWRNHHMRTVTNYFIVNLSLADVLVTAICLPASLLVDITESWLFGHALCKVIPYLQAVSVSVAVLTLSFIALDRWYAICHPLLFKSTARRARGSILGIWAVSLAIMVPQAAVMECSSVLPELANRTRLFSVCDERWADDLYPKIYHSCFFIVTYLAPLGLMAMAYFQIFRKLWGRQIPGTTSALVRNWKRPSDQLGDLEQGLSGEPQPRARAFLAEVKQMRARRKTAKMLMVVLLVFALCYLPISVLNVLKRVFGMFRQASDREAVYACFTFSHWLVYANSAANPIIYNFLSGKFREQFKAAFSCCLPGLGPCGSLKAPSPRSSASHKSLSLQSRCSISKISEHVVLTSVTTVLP
OX1R antag-2 = OX1R (HCRTR1) antagonists, primary screen, fluorescence, CHO/OX1R cells, Fluo-8 calcium, orexin A | AID 434989, 2010 | Fluo-8 calcium fluorescence | 330,000 tested, 0.43% active | Orexin/Hypocretin receptor type 1 (Homo sapiens), O43613 | inhibition, % at 5 µM;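 active = inhibition above its plate's threshold, mean inhibition of all tested compounds on the plate plus 3 SD, cut at about 37% in these data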;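 also: 0% = orexin A challenge wells and 100% = SB-334867-A antagonist wells; not every result past the cut was called active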
CHT PAM = CHT positive allosteric modulators, primary screen, cell-based, membrane potential dye, choline EC20; 310,000 tested, 0.49% active; High affinity choline transporter 1 (Homo sapiens), Q9GZV3; B-score at 10 µM; CHT-expressing cells; active compounds read high; LV-AA mutant CHT in HEK293 cells;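 active = initial fluorescence not abnormally high and integrated response B-score, plate-corrected, over 3 SD above library mean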
Target sequence (Q9GZV3 whole entry, looked up): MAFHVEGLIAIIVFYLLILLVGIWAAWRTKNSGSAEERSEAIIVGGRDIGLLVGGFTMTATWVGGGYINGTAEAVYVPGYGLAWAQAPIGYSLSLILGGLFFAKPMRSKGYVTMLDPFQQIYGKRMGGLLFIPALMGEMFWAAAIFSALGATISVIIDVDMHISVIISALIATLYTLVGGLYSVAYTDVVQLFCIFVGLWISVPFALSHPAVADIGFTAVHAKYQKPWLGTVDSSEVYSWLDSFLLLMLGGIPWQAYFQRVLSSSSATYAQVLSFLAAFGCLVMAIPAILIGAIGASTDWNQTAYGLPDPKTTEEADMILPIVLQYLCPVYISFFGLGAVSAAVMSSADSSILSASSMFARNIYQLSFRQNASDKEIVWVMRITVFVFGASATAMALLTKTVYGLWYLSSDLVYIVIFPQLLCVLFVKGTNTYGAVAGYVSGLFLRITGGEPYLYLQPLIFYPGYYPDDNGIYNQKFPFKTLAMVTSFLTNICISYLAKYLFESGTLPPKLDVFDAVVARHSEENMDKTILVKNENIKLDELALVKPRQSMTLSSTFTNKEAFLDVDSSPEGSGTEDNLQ
The depositor's hits bear a star; i = inactive; . = not tested or not shown.

SMILES	OX1R antag-1	OX1R antag-2	CHT PAM
COC(=O)Nc1ccc(S(=O)(=O)N2CCN(CCN3C(=O)C4C5C=CC(C5)C4C3=O)CC2)cc1 (centres undefined)	4	-3	i
COc1ccc(C2=NOC(C)(c3nnc(-c4ccc(F)cc4)o3)C2)cc1 (centres undefined)	16	-24	i
COc1ccc(/C=C(/NC(=O)c2ccc(OC)c(OC)c2)C(=O)NCCCn2ccnc2)cc1	7	1	i
COCCn1c(CCC(=O)O)ccc1-c1cccs1	13	-22	i
Cc1cccc(-c2ncc(CN3CCN(C4CCCC4)C(CCO)C3)cn2)c1 (centres undefined)	16	-29	i
CC(C)c1ccc(Nc2nnc(SCC(=O)Nc3ncc(S(=O)(=O)c4ccc([N+](=O)[O-])cc4)s3)s2)cc1	16	-13	i
Cc1ccc(C)c(NC(=O)c2ccc3c(c2)N(Cc2ccc(F)cc2)C(=O)CS3=O)c1 (centres undefined)	6	-33	i
CCOc1ccc(S(=O)(=O)N2CCC(C(=O)NCc3ccccn3)CC2)cc1	6	2	i
CCOC(=O)CN1NC2(CCC(C)CC2)NC1=S (centres undefined)	0	-7	i
CCCC(=O)N1CCc2cc(-c3nc(N)sc3C)ccc21	34	-14	i
Cc1cccc(-n2c(O)c(C=NCc3ccccn3)c3ccccc3c2=O)c1	10	-28	i
COCCSc1nnc(NC(=O)Cc2cccs2)s1	19	0	i
Cc1ccc(C(=O)NC2CCN(Cc3ccccc3)CC2)cc1S(=O)(=O)N1CCOCC1	13	-20	i
COc1ccc([N+](=O)[O-])cc1NS(=O)(=O)c1cc(C(=O)NCc2cccnc2)ccc1Cl	2	-21	.
Cc1c(Cl)cccc1NC(=S)N(C)CCC#N	10	-14	i
CC(=O)Nc1ccc2nc(NC(=O)COc3ccccc3C)sc2c1	32	-29	i
CCC(C(=O)O)n1c(C(F)(F)F)nc2ccccc21 (centres undefined)	16	5	i
Cc1ccccc1OCc1nnc(SCC(=O)O)n1Cc1ccccc1	14	-3	i
Cc1cnc(C(=O)OCC(=O)N2CCc3ccccc3C2)cn1	4	-4	i
COC(=O)c1cc(S(=O)(=O)N2CCN(c3cccc(OC)c3)CC2)cn1C	16	-19	i
CCOc1ccc(NC(=O)COC(=O)c2ccc3c(c2)OCO3)cc1	-1	-20	.
COc1cc(/C=C/C(=O)OCC(=O)NNC(=O)c2cc(Cl)ccc2OC)ccc1O	3	-17	.
CC1CCc2c(sc3ncnc(SCC(=O)N(C)C4CCS(=O)(=O)C4)c23)C1 (centres undefined)	5	-19	.
COc1ccc(C(=O)N2CCN(S(=O)(=O)c3ccc4c(c3)OCCO4)CC2)cc1OC	2	-25	.
O=C(NN1C(=O)c2ccccc2NC1c1ccccn1)c1ccc(Br)cc1 (centres undefined)	6	-13	i

Shown field by field: two of the compounds above
smiles: CC(=O)Nc1ccc2nc(NC(=O)COc3ccccc3C)sc2c1
  OX1R antag-1 = 32	OX1R antag-2 = -29	CHT PAM = i

smiles: CCC(C(=O)O)n1c(C(F)(F)F)nc2ccccc21 (centres undefined)
  OX1R antag-1 = 16	OX1R antag-2 = 5	CHT PAM = i

More structures:
SMILES	OX1R antag-1	OX1R antag-2	CHT PAM
COc1ccccc1C(=O)NC(=O)CSc1ccc(C)c(C)c1	5	-16	.
O=C1Nc2ccccc2O/C1=C\c1c(F)cccc1Cl	26	-19	i
O=C1CN(C(=O)COC(=O)C2CCN(S(=O)(=O)c3ccccc3C(F)(F)F)CC2)c2ccccc2N1	7	-1	i
O=C(c1ccc(F)cc1F)N1CCCN(c2nc(-c3ccccc3)ns2)CC1	45	1	i
COC(=O)c1sc(NC(=O)c2csc3c2CCCC3)nc1C	19	12	i
O=C(Nc1cccc(S(=O)(=O)NC2=NCCC2)c1)c1ccc(=O)[nH]c1	3	-4	.
O=C(O)CN1CCN(Cc2ccccc2)C1=O	-1	-10	i
COc1ccc(C(=O)N[C@H](C(=O)OCc2cc(=O)oc3cc(C)ccc23)C(C)C)cc1	30	-39	i
Cc1ccc(/C=C/C(=O)NCCCc2ccccc2)cc1	19	-10	i
N=C1c2ccccc2CN1c1ccc(N2CCOCC2)c(S(=O)(=O)Nc2ccc(Cl)cc2)c1	9	7	i
CCOc1ccccc1OCCCC(=O)NNC(=O)c1nn(C)c(=O)c2ccccc12	4	-30	.
COc1cc(OC)cc(C(=O)Nc2cccc(-c3ccc(N4CCOCC4)nn3)c2)c1	5	-26	i
CCc1nnc(NS(=O)(=O)c2ccc(NC(=O)/C=C/c3ccc(OC)cc3OC)cc2)s1	7	-15	i
CCOC(=O)c1c(O)cc(C)[nH]c1=O	14	-1	i
CC1(C)S[C@@H]2[C@H](NC(=O)[C@H](N)c3ccc(O)cc3)C(=O)N2[C@H]1C(=O)O	11	-11	i
CCC(=O)Nc1nc(-c2ccccc2)ns1	15	6	i
Cc1ccccc1N=Nc1c(C)[nH]n(C(N)=S)c1=O	55	-17	i
CC(C)(C)c1ccc(C(=O)NCc2nnc(SCC(=O)NC3CCCCC3)o2)cc1	11	-4	i
S=C(c1ccc(-c2ccc(Cl)cc2Cl)o1)N1CCCC1	6	-26	i
Cc1cc(Cl)ccc1OCCCC(=O)NCc1ccccn1	43	-19	i
COc1ccc(CCNC(=O)COC(=O)Cn2cnc3ccccc32)cc1OC	14	-7	i
Cc1ccc(CN2CCN(Cc3ccc4cccc(F)c4n3)CC2CCO)cc1 (centres undefined)	7	-33	i
O=C(Cn1cnnn1)NC1CCCN(Cc2ccccc2F)C1 (centres undefined)	2	-6	i
CCC(C)[C@H](NC(=O)N1c2ccccc2NC(=O)[C@@H]1C(C)C)C(=O)N[C@@H](Cc1ccccc1)C(=O)O (some centres undefined)	8	-4	i
O=[N+]([O-])c1cc(S(=O)(=O)N2CCCC2)ccc1N/N=C/c1cccnc1	15	-3	i

Exported bar-delimited: part of the list above.
canonical_smiles | OX1R antag-1 | OX1R antag-2 | CHT PAM
O=C(Nc1cccc(S(=O)(=O)NC2=NCCC2)c1)c1ccc(=O)[nH]c1 | 3 | -4 | .
COc1ccc(CCNC(=O)COC(=O)Cn2cnc3ccccc32)cc1OC | 14 | -7 | i
O=C1Nc2ccccc2O/C1=C\c1c(F)cccc1Cl | 26 | -19 | i
N=C1c2ccccc2CN1c1ccc(N2CCOCC2)c(S(=O)(=O)Nc2ccc(Cl)cc2)c1 | 9 | 7 | i

Single records, as listed above. Order of screens: OX1R antag-1, OX1R antag-2, CHT PAM
O=C(O)CN1CCN(Cc2ccccc2)C1=O is listed as -1, -10, i
Cc1ccc(CN2CCN(Cc3ccc4cccc(F)c4n3)CC2CCO)cc1 (centres undefined) is listed as 7, -33, i
CCOc1ccccc1OCCCC(=O)NNC(=O)c1nn(C)c(=O)c2ccccc12 is listed as 4, -30, .
COc1ccccc1C(=O)NC(=O)CSc1ccc(C)c(C)c1 is listed as 5, -16, .

Following part
SMILES	OX1R antag-1	OX1R antag-2	CHT PAM
COc1cccc(CN2CCN(C3CCN(c4ccccc4F)CC3)CC2CCO)c1 (centres undefined)	21	-28	i
CCCN(CC1CC1)C(=O)CSc1nnc(-c2cc(-c3cccs3)nc3ccccc23)o1	6	-14	i
Cc1cc(Cl)ccc1OCC(=O)OCC(=O)Nc1ccc(F)c([N+](=O)[O-])c1	26	-1	i
CCOc1cc(NC(=S)NCCc2ccccc2)c(OCC)cc1NC(C)=O	18	-45	i
COC(=O)c1c(C(=O)OC)c(-c2cccc(F)c2)n2c1CS(=O)(=O)C2	3	-6	i
COc1ccc(C2(NC(C)=O)CCN(Cc3cccnc3)CC2)cc1	6	4	i
COc1ccc(S(=O)(=O)NCc2ccc(C(=O)N3CCN(Cc4ccccc4)CC3)cc2)cc1	17	-13	i
O=C(CSc1ccccc1)N1CCN(c2ccc(F)cc2)CC1	11	-16	i
COc1ccccc1C(=O)NC(=O)CSc1nnc(SC)s1	11	-8	i
CC(=O)Nc1ccc(NC(=O)CSc2nnc(COc3ccccc3C)n2CC2CCCO2)cc1 (centres undefined)	3	-27	i
COc1ccc(/C=C(/C#N)C(=O)Nc2cccnc2)cc1OC	8	7	i
COc1ccccc1C(=O)Nc1ccnn1C1CCN(Cc2ccn[nH]2)CC1	19	-5	i
O=C(Nc1c2c(nn1-c1cccc(Cl)c1)CS(=O)(=O)C2)c1ccc2c(c1)OCO2	6	-10	i
O=C(Nc1ccc2c(c1)OCCO2)c1cc2sccc2n1Cc1ccc(F)cc1	77	0	i
O=C(CSc1nnc(NC(=O)c2ccc(S(=O)(=O)N3CCOCC3)cc2)s1)Nc1ccccc1C(F)(F)F	-4	0	i
CCN(C(=O)COC(=O)c1ccc(O)cc1)c1cccc2ccccc12	4	-8	.
CCn1c(COc2ccccc2C)nc2ccccc21	52	-27	i
CC(C)NC(=O)N1CCCN(c2nc3ccc(Cl)cc3s2)CC1	-1	-21	i
COc1cccc2cc(C(=O)Nc3cc(Cl)ccc3N3CCOCC3)c(=O)oc12	4	-22	i
Cc1nn(-c2ccccc2)c(N2CCCC2)c1/C=N/NC(=S)Nc1ccccc1C(F)(F)F	16	-30	i
C=CCOc1cccc(CNCc2cccnc2)c1	5	-33	i
COc1ccc(C(=O)N2CCSCC2)cc1OC1CCN(C(C)=O)CC1	5	-4	i
Cc1cccc(NC(=S)NCc2ccc3[nH]c4c(c3c2)CCCC4)c1	-1	-9	i
O=C(Nc1nccs1)[C@@H]1CCCN1C(=O)c1cccs1	13	-15	i
COc1ccc(OCC(=O)NNC(=O)c2cccc(C)c2)cc1	1	-11	i

Following part.
SMILES	OX1R antag-1	OX1R antag-2	CHT PAM
CCc1ccccc1NC(=O)CSc1nc2n[nH]c(C)c2c(=N)n1-c1cccc(OC)c1	46*	16	i
Cc1ccc(C(=O)c2c3ccc([N+](=O)[O-])cc3[n+]([O-])n2CCCN)cc1	38	-8	6.5*
C=CCOc1cccc(C(=O)N(C)C2CCCN(Cc3ccccc3F)C2)c1 (centres undefined)	17	-30	i
O=C1c2ccccc2-c2nc3ccccc3nc21	29	-2	i
COc1ccc(OC)c(N(C(=O)c2ccco2)C(C(=O)NC2CCCC2)c2ccc(N3CCOCC3)cc2)c1 (centres undefined)	9	-32	i
COc1ccc(N(Cc2ccccc2)S(=O)(=O)c2cccc(C(=O)Nc3ccccn3)c2)cc1	8	-6	.
CN(CC(=O)Nc1ccc(Cl)c(Cl)c1)C(=O)CN1C(=O)NC2(CCCC2)C1=O	4	-11	i
C=CC[C@@H](CC(=O)NCCO)C(=O)N[C@H](COC(=O)[C@H](CC=C)CC(=O)OC(C)(C)C)Cc1c[nH]c2ccccc12	16	-5	.
CCc1ccc(NC(=O)C2CCCN(S(=O)(=O)c3cccnc3)C2)cc1 (centres undefined)	8	-6	i
CCC1COCCS(=O)(=O)N1Cc1ccc(Cl)cc1 (centres undefined)	28	-7	i
S=C(CN1CCCC1=S)N1CCOCC1	2	-11	i
COc1ccc(C(=O)CSc2nnc(C(CO)NC(=O)c3ccc(OC)cc3)n2C)cc1 (centres undefined)	9	-16	i
CCCn1c(NCc2ccco2)nc2ccccc21	7	-13	i
C=CCn1c(-c2csc3ccccc23)n[nH]c1=S	20	-9	i
CCOC(=O)c1cnc2sc3c(n2c1=O)CCCC3	58	35	i
CCCn1c(=O)c(C(=O)NNS(=O)(=O)c2ccc(C)cc2)c(O)c2ccccc21	31	-16	i
CCCN(CC(=O)Nc1ccccc1C)C(=O)c1sc2ccccc2c1Cl	16	-4	.
O=C(NCc1ccc(F)cc1)c1c2c(nc3ccccc13)CCN(Cc1ccccc1)C2	11	-28	i
CN(C)S(=O)(=O)c1ccc(C(=O)NCC(C)(C)N2CCOCC2)cc1	10	-5	i
O=C(CCc1ccccc1)Nc1nncs1	10	4	i
Cc1cccc(Cl)c1OCCCN1CCOCC1	-6	-14	i
Cc1ccc(C)c(N2CCN(C(=O)CCc3nc(-c4ccc(F)cc4)no3)CC2)c1	11	-23	.
CCN(CC)S(=O)(=O)c1ccc(NC(=O)Cc2cccs2)cc1	33	-15	i
CC(C)NC(=S)N1CCN(C(c2ccccc2)c2ccccc2)CC1	11	-28	i
CNc1snc(C)c1C(=O)OCC(=O)c1ccc(OC)c(F)c1	15	28	.

Next structures follow.
SMILES	OX1R antag-1	OX1R antag-2	CHT PAM
CCOC(=O)c1c(-c2ccccc2)csc1NC(=O)CSc1nc(N)cc(N)n1	30	1	i
CCN(CC)CCNC(=S)Nc1ccc(F)cc1	2	-10	i
Cc1c(-c2nc(-c3cccnc3)no2)cccc1[N+](=O)[O-]	2	-22	i
O=C(COC(=O)[C@@H]1CCCN1S(=O)(=O)c1ccccc1F)NCc1ccc2c(c1)OCO2	5	0	.
COc1ccc(CNCCNC(=O)c2cccs2)c(OC)c1OC	28	-27	i
CCOc1ccc(CCNC(=O)C2CC(=O)N(c3ccc4c(c3)OCCO4)C2)cc1OCC (centres undefined)	18	-34	i
COc1cccc(C(=O)NC(=O)Nc2nc(C)cc(C(F)(F)F)n2)c1	64*	44*	i
O=C(Nc1cccc(-n2cnnn2)c1)c1cccs1	14	-8	i
CN(c1ccccc1)S(=O)(=O)c1cc(Cl)ccc1Cl	33	-13	i
Cc1cc(NC(=O)CSc2ccc(-c3cccc([N+](=O)[O-])c3)nn2)no1	24	-5	i
CCOCc1cc(C2NC(=O)NC(C)=C2C(=O)OCC)ccc1OC (centres undefined)	20	-20	i
COc1cc2nc(N(CCN(C)C)C(=O)c3ccc(S(=O)(=O)N(C)CC4CCCO4)cc3)sc2cc1OC (centres undefined)	23	-30	i
O=C(N/C(=C/C=C\c1ccccc1)C(=O)N1CCOCC1)c1ccc(Br)cc1	0	-21	i
CSc1n[nH]c(=O)n1C1CCCCC1	10	-13	i
COc1ccc(CNC(=O)COc2ccc(Br)c(C)c2)cc1	1	-16	i
CCCCC1CN2CCc3c([nH]c4ccccc34)C2(C)C1 (centres undefined)	6	-18	i

Not a hit list (roughly 2.5% active in at least one column).
